From PubChem BioAssay
ELG1 genotoxic – genotoxicity induction in ELG1-luciferase HEK293T cells. HEK293T ELG1-luciferase reporter, luminescence, 16 h. Potency, µM (highest dose often 46 µM), inactives show at the top dose activity change, positive = activation, usual class: activators. 330,000 tested, 1.3% active. AID 504466; also: potency is read from the fitted curve at half-maximal effect; % of control where 0% means no effect; nearly all actives have a fitted effect of over 60% in size
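Quantitative HTS format in 1536-well plates. HEK293T ELG1-luciferase reporter cells receive test compound and are incubated 16 hr at 37 °C, 5% CO2; ONE-Glo added, 30 min room temperature, then luminescence read.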
BRCA1 expr up – increases BRCA1 expression; MCF7-BRCA1-FFLuc reporter, luminescence, 48 h; response scale: scaled: vehicle 0%, 10 µM genistein 100%; Potency, µM (doses to about 46.1 µM), for inactives: at the top dose activation, most hits filed as activators; 380,000 tested, 1.1% active; AID 624202; also: potency is read from the fitted curve at half-maximal effect; nearly all actives have a fitted effect of over 80% in size; some results filed as inactive show a strong effect at the top dose
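MCF7 cells carrying a BRCA1-firefly luciferase reporter (2000 cells/well, phenol-red free MEM) were attached for 2 h at 37 °C, then given compounds for 48 h. Luminescence was read 15 min after luciferase reagent; activity normalized to genistein (10 microM) and DMSO.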
p53 reactivation – mutant p53 re-activation in reporter cells | 320,000 tested, 0.063% active | Potency, µM (titrated, usually from 92.2 µM), without a hit: at the top dose activity change, positive = activation, hits mostly activators | H1299 p53-A138V BP100-luciferase reporter, luminescence, 24 h; also: potency is read from the fitted curve at half-maximal effect; % of control where 0% means no effect; nearly all actives have a fitted effect of over 45% in size
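p53-null H1299 cells stably carrying temperature-sensitive p53-A138V and a BP100-luciferase reporter were pinned with compounds (4-point, 1:5 series) and held 24 hrs at 37 deg C. Luminescence was read 10 min after detection reagent.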
VP16 counter – inhibits Gal4-VP16 luciferase reporter, ROR gamma counter-screen; Drosophila S2 Gal4-VP16 UAS-luciferase, luminescence, 20 h; Potency, µM (series often up to 53.6 µM), inactives show at the top dose activity, negative = inhibition, usual class: inhibitors; 310,000 tested, 3.5% active;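 also: Gal4-VP16 expression switched on by copper sulfate through the metallothionein promoter; potency is read from the fitted curve at half-maximal effect; % is scaled to controls: 0 for no effect and ±100 for the full control effect; nearly all actives have a fitted effect of over 50% in size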
PKM2 act – activators of human pyruvate kinase M2; Potency, µM (doses to about 57.5 µM), for inactives: top-dose activation, hits mostly activators; purified PKM2, Kinase-Glo ATP luminescence, activation; response scale: 0% is enzyme alone, no compound; AID 1631; 260,000 tested, 0.34% active; P14618; also: potency is read from the fitted curve at half-maximal effect; % is scaled to controls: 0 for no effect and ±100 for the full control effect; nearly all actives have a fitted effect of over 55% in size
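Purified hPK-M2 (>95%) run at intermediate activity with 0.1 mM ADP and 0.5 mM PEP in 50 mM imidazole pH 7.2, KCl, MgCl2; 1 h room temperature. ATP formed read by Kinase-Glo luminescence; normalized to uninhibited and no-enzyme controls.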
Giardia kill – kills Giardia lamblia; 340,000 tested, 0.15% active; activity change, % at 7.66 µM, hits read low; AID 540267; Giardia lamblia trophozoite viability; in the data active = activity change below about -80%; inconclusive = between about -30% and that limit;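 also: parasites exposed to compound for two days anaerobically before the ATP read; % is scaled to controls: 0 for no effect and ±100 for the full control effect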
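Giardia lamblia trophozoites (100 cells/well) were incubated with compounds for 48 h at 37 deg C under anaerobic conditions. Viability was read as ATP content by one-step luminescence after 15-30 min at room temperature.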
RORgamma inh – ROR gamma (mouse) transcription inhibition; Drosophila S2 Gal4-RORgamma UAS-luciferase reporter, 20 h; 310,000 tested, 5.4% active; AID 2551; Potency, µM (series often up to 53.6 µM), inactives show at the top dose activity change, negative = inhibition, actives largely listed as inhibitors; also: potency is read from the fitted curve at half-maximal effect; % is scaled to controls: 0 for no effect and ±100 for the full control effect; nearly all actives have a fitted effect of over 60% in size
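Schneider cells (Drosophila), stable Gal4 DBD–ROR gamma + UAS-luc; 1 hr cmpd preincubation; Cu2+ induction 700 uM final; 20 hr ambient; luminescence.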
Menin-MLL TR inh – menin-MLL binding inhibition, Texas Red mutant peptide; O00255; Menin + Texas Red MLL mutant peptide, fluorescence polarization; Potency, µM (titrated, usually from 61.6 µM), without a hit: top-dose FP activity change, negative = inhibition, usual class: inhibitors; 270,000 tested, 0.23% active; active = well fitted inhibition curve with a large enough effect in the polarisation, with a control signal flat, not every such curve was filed as active; inconclusive = small, poorly fitted or top-dose-only effect, or effect the other way, or a change in a side signal; inactive = no such curve, though single readings can be large or run the other way; the % refers to the polarisation; also: potency is read from the fitted curve at half-maximal effect; % of control where 0% means no effect; many of its hits are not listed in these tables
Target sequence (O00255 whole entry, looked up): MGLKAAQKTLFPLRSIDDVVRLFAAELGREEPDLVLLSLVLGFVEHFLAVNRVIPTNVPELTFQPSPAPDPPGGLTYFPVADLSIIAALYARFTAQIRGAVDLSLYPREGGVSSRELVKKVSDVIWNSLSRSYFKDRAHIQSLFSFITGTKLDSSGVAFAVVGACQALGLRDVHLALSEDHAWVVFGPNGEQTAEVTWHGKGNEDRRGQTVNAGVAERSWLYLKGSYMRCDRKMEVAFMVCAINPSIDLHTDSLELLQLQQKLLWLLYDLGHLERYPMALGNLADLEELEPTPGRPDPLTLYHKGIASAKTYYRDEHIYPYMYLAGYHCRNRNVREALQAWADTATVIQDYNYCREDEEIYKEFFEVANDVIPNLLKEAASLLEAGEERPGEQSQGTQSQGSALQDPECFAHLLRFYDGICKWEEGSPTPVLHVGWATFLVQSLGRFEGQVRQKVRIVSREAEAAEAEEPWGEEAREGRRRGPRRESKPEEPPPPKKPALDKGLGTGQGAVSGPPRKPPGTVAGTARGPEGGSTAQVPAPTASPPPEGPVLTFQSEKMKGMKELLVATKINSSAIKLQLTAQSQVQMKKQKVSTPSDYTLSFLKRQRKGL
FLuc counter – firefly luciferase modulation, counter-screen for miR-21 project; purified FLuc, Km substrates, luminescence inhibition; Potency, µM (highest dose often 57.5 µM), without a hit: top-dose activity change, negative = inhibition, actives largely listed as inhibitors; 360,000 tested, 6.9% active; AID 588342;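 also: potency is read from the fitted curve at half-maximal effect; plate controls were vehicle for no effect and reference inhibitor for full effect; nearly all actives have a fitted effect of over 55% in size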
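Purified P. pyralis luciferase (10nM final) with 10uM D-luciferin and 10uM ATP (Km levels) in 50mM Tris acetate pH 7.5, 10mM Mg acetate, 0.01% Tween-20, 0.05% BSA; qHTS 6-point titration, ~60 µM downward; luminescence read.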
Rab9 prom act – Rab9 promoter activation | Huh7 Rab9 promoter-luciferase reporter, luminescence, 24 h | 320,000 tested, 2.8% active | Potency, µM (top dose mostly 9.22 µM), without a hit: at the highest dose activation, negative = inhibition, usual class: activators; also: potency is read from the fitted curve at half-maximal effect; % of control where 0% means no effect; nearly all actives have a fitted effect of over 60% in size
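Cells were plated at 1500 per well in reduced-serum medium with 10% FBS and left 2 h. Compound in DMSO was then added for 24 h at 37 °C. Reporter signal was read by luminescence after 10 min with luciferase detection reagent.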
NPC1 promoter act – NPC1 promoter activation; Huh7 NPC1 promoter luciferase reporter, 24 h; 320,000 tested, 2.4% active; Potency, µM (doses to about 9.22 µM), inactives show at the top dose activation, usual class: activators;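 also: potency is read from the fitted curve at half-maximal effect; % of control where 0% means no effect; nearly all actives have a fitted effect of over 60% in size; reporter is driven by a mutant NPC1 promoter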
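Cells: Huh7 expressing luciferase under the NPC1 promoter, 1500/well. Seeded 2 h, compound added, incubated 24 h at 37 °C. Luciferase reagent, 10 min ambient, then luminescence.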
Numbers without * were called inactive; ? = inconclusive; nt = not tested or not shown; & = joins results of further samples; [ ] = remark or other dose. Unless noted, calls follow the shape of the dose curve; as a rule, active = well fitted curve in the direction sought with a large enough effect; inconclusive = small, poorly fitted or top-dose-only effect, or another doubt; inactive = no such curve, though single readings can be large; an effect the other way counts as inactive or inconclusive.

Screens in order: ELG1 genotoxic	BRCA1 expr up	p53 reactivation	VP16 counter	PKM2 act	Giardia kill	RORgamma inh	Menin-MLL TR inh	FLuc counter	Rab9 prom act	NPC1 promoter act
1	CSc1nc(S(=O)(=O)c2ccc(C)cc2)c(Cl)s1
 : -1%	0%	-3%	1%	29%	-4	14%	2%	-3%	?	0%
2	CC(C)(C)C(=O)/C(C#N)=C/c1cccs1
 : 0%	5%	-3%	-13%	0%	-14	2%	nt	-4%	-5%	-1%
3	Cc1noc(C)c1-c1nc(CS(=O)(=O)c2ccc(F)cc2)no1
 : 0%	-13%	4%	-3%	-3%	-14	0%	nt	-1%	1%	1%
4	Cc1ccc(S(=O)(=O)c2nc(Nc3ccccc3)sc2Cl)cc1
 : -2%	-36%	13%	?	13%	7	-13%	?	?	-1%	-8%
5	c1ccc(-n2nnnc2-n2nnc3ccccc32)cc1
 : 1%	-6%	8%	11%	0%	12	-17%	-11%	-3%	11%	6%
6	COC(=O)CNC(c1ccccc1)c1cc(C)ccc1NS(=O)(=O)c1ccc(C)cc1 (centres undefined)
 : -4%	-16%	-4%	-6%	0%	-7	?	10%	0%	-11%	0%
7	Cc1cc(C(=O)C[N+]2(C)CCOCC2)c(C)n1-c1ccc(Br)cc1
 : -1%	-9%	-6%	3%	nt	-2	4%	-5%	2%	-7%	-2%
8	CCOC(=O)c1ccc(NC(=S)N2CCC(C(N)=O)(N3CCCCC3)CC2)cc1
 : -6%	-12%	-2%	-3%	5%	8	23%	1%	-4%	-5%	-4%
9	CNC(=O)C1C(=S)NC(N)=C(C#N)C1c1ccccc1 (centres undefined)
 : 2%	3%	2%	?	-5%	12	?	1%	-4%	13%	-1%
10	CC1=C/C(=N\Nc2ccccc2[N+](=O)[O-])CC(C)(C)C1
 : 5%	-32%	-7%	9%	-11%	-2	-1%	-3%	-15%	-7%	-4%
11	Cc1ccc(COc2ccc(-c3nnco3)cc2)cc1
 : ?	?	?	-5%	nt	6	10%	3%	9.5µM*	3.5µM*	2.2µM*
12	Cc1ccc(C(=O)CCCn2nnc(-c3cccnc3)n2)cc1C
 : 3%	0%	-9%	0%	-1%	10	14%	-7%	0%	-7%	-2%
13	O=C(COc1ccc(F)cc1)N1CCC(Cc2ccccc2)CC1
 : 4%	26%	-2%	?	-1%	-7	?	?	-26%	8%	-1%
14	COc1ccc(/C=N/NC(=O)c2nc(-c3ccccc3)cc(-c3ccccc3)n2)cc1O
 : -10%	-30%	26%	-15%	4%	-1	41%[10 µM]	5%	1.5µM*	-2%	-2%
15	CC(OC(=O)c1ccc(C#N)cc1)C(=O)Nc1ccc(Cl)cn1 (centres undefined)
 : 1%	14%	1%	nt	nt	23	nt	nt	3%	1%	-1%
16	O=C(CCNC(=O)OCc1ccccc1)NC1CCCCCC1
 : -3%	-9%	-7%	-13%	6%	-2	-6%	-2%	6%	-3%	2%
17	Cn1c(=O)c2c(ncn2CCc2ccccc2)n(C)c1=O
 : 0%	-36%	-12%	-1%	3%	-19	29%	-1%	2%	-3%	-4%
18	O=C(Nc1ccc(N2CCCC2)cc1)c1cc([N+](=O)[O-])ccc1N1CCOCC1
 : -9%	-54%	8%	-11%	1%	-18	?	-19%	-4%	2%	-8%
19	Cc1ccc(/C(O)=C2/C(=O)C(=O)N(CCN3CCOCC3)C2c2cccnc2)cc1 (centres undefined)
 : 6%	5%	-3%	6%	0%	-3	23%	7%	2%	-2%	-3%
20	CCOc1cc(C#N)ccc1OCC(=O)N1CCN(C(=O)c2cccs2)CC1
 : 1%	-8%	-3%	nt	nt	-2	nt	nt	5%	2%	-1%
21	CCCCCCCC(=O)NC(Nc1ccccc1OC)C(Cl)(Cl)Cl (centres undefined)
 : -3%	-56%	10%	-2%	-4%	23	15%	-10%	2%	1%	-10%
22	COc1ccc(N2CCc3c(C)nc(SC)nc32)cc1
 : 6%	0%	-5%	5%[10 µM]	-3%	21	14%	1%	-6%	-4%	-12%
23	CCOC(=O)c1ccc(NS(=O)C23CC4CC(CC(C4)C2)C3)cc1 (centres undefined)
 : 24%	52%	4%	nt	1%	-4	-17%[0.365 µM]	-14%	-3%	-1%	2%
24	N#C[C@@H]1[C@@H]2C(=O)N(c3ccc4c(c3)OCCO4)C(=O)[C@@H]2C2c3ccccc3C=CN21 (some centres undefined)
 : 8%	nt	?	-4%	21%	nt	1%	?	?	3%	-4%
25	Cc1c(C(=O)N2CCC(C)CC2)sc2ncnc(N3CCN(c4ccccc4)CC3)c12
 : 1%	-15%	15%	-1%	-5%	-1	29%	-2%	2%	1%	0%
26	CN(C(=O)OCc1ccccc1)C(CC(N)=O)C(=O)O (centres undefined)
 : -1%	6%	-4%	-1%	2%	6	16%	-2%	9%	-5%	-4%
27	CCN(CC)C(=O)c1ccc(-c2nnc(Nc3ccc(O)cc3)c3ccccc23)cc1
 : -14%	-3%	nt	-5%	3%	13	2%	4%	-1%	-2%	-1%
28	COc1ccc(CCN2CC(C(=O)NCCc3cccc(F)c3)CCC2=O)cc1 (centres undefined)
 : 0%	-1%	15%	4%	2%	21	-1%	-10%	-1%	-3%	-5%
29	O=C(CN1CCC(C(=O)c2ccc(F)cc2)CC1)NCc1ccccc1F
 : -3%	-19%	-5%	6%	-1%	-2	?	-23%	2%	4%	0%
30	C[C@@H](C(=O)NCCc1c[nH]c2ccccc12)[C@H]1C[C@]1(C)[C@H](NC(=O)OCc1ccccc1)c1ccccc1
 : -12%	-44%	7%	-13%&-5%	-5%&-3%	10	138%&45%	8%&5%	2%	-5%	-3%

Retrieved by structure from the list above:
Screens in order: ELG1 genotoxic	BRCA1 expr up	p53 reactivation	VP16 counter	PKM2 act	Giardia kill	RORgamma inh	Menin-MLL TR inh	FLuc counter	Rab9 prom act	NPC1 promoter act
23	CCOC(=O)c1ccc(NS(=O)C23CC4CC(CC(C4)C2)C3)cc1 (centres undefined)
 : 24%	52%	4%	nt	1%	-4	-17%[0.365 µM]	-14%	-3%	-1%	2%
16	O=C(CCNC(=O)OCc1ccccc1)NC1CCCCCC1
 : -3%	-9%	-7%	-13%	6%	-2	-6%	-2%	6%	-3%	2%
1	CSc1nc(S(=O)(=O)c2ccc(C)cc2)c(Cl)s1
 : -1%	0%	-3%	1%	29%	-4	14%	2%	-3%	?	0%
10	CC1=C/C(=N\Nc2ccccc2[N+](=O)[O-])CC(C)(C)C1
 : 5%	-32%	-7%	9%	-11%	-2	-1%	-3%	-15%	-7%	-4%

New compounds follow
Screens in order: ELG1 genotoxic	BRCA1 expr up	p53 reactivation	VP16 counter	PKM2 act	Giardia kill	RORgamma inh	Menin-MLL TR inh	FLuc counter	Rab9 prom act	NPC1 promoter act
31	CCOC(=O)/C(C#N)=N/Nc1ccccc1C(=O)O
 : 6%	59%	6%	-11%	1%	20	41%	nt	?	-1%	0%
32	O=C(CSc1ccccc1)Nc1ccc(NC(=O)c2ccco2)cc1
 : 9%	11µM*	-2%	4%	-5%	8	3%	nt	-19%	19%	0%
33	Cc1ccc(-n2nnnc2CNC(=O)c2ccc3c(c2)OCO3)cc1C
 : -3%	2%	-6%	-1%	nt	23	-3%	7%	3%	4%	-7%
34	CCCCN=c1scc(-c2ccc3c(c2)NC(=O)CO3)n1N=C1CCCC1
 : -12%	-75%	2%	-24%	0%	-12	-24%	-22%	4%	-3%	-3%
35	COCCCNC(=S)NNC(=O)C(O)(c1ccccc1)c1ccccc1
 : 1%	0%	6%	6%	1%	-18	-40%	-10%	-1%	-1%	-3%
36	COc1ccc(-c2nnc(SCC(=O)NNC(=O)Cc3ccccc3)n2C)cc1OC
 : 2%	-5%	0%	-2%	3%	-8	-10%	3%	4%	-1%	-2%
37	O=C(CSC1=NC(=O)C(Cc2ccccc2)C(=O)N1)NC1CCCCC1 (centres undefined)
 : 0%	10%	-5%	nt	1%	-8	17%[0.365 µM]	13%	5%	-10%	-2%
38	O=C(O)CSCC(=O)N1CCN(c2nc3cc(Cl)ccc3s2)CC1
 : 0%	5%	2%	-2%	nt	-12	1%	20%	?	11%	-3%

These rows are one share of the data; count on the stated rates, not on these rows.
